# GPR151 activ: activators of human GPR151, primary screen, cell-based, PathHunter beta-arrestin, luminescence; G-protein coupled receptor 151 (Homo sapiens), Q8TDV0; PathHunter beta-arrestin GPR151 cells; activation, % at 11.2 µM; 650,000 tested, 1% active; AID 1508602, 2020; in the data active means activation above about 4.9%;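 further: 0% = median of compound wells and 100% = cells with positive control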
# Target sequence (Q8TDV0 whole entry, looked up): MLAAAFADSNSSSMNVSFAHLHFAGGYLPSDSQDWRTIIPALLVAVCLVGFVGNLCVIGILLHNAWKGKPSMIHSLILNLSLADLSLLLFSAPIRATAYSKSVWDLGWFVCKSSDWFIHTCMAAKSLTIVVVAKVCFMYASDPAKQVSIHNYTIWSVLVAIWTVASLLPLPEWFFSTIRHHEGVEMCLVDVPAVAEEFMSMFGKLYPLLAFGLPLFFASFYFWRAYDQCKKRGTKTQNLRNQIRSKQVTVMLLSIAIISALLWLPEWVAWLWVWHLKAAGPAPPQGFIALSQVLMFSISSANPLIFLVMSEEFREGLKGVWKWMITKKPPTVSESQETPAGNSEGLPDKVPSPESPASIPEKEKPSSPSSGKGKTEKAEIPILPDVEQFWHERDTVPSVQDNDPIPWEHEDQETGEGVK
# FBW7 activator: FBW7 E3 ligase activators, primary screen, biochemical, AlphaScreen, human. normalized activity (activation), % at 26.1 µM. AID 1259310, 2017. AlphaScreen FBW7–phospho-cyclin E peptide binding, activator screen. F-box/WD repeat-containing protein 7 (Homo sapiens), Q969H0. 650,000 tested, 0.13% active; in the data active means normalized activity above about 1.9%;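 further: purified mutant Fbw7 with reduced substrate affinity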
# TEAD-YAP block: TEAD-YAP interaction inhibition, primary screen, TEAD-YAP interaction inhibitor project, luminescence, HEK-TIYL cells; TEAD-Gal4/YAP UAS-luciferase luminescence; inhibition, % at 9.12 µM; 640,000 tested, 1.4% active; in the data active means inhibition above about 32%;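 further: 0% = median of test compound wells and 100% = reference inhibitor wells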
# MITF primary: MITF inhibitors, primary screen, biochemical, AlphaScreen, human | Microphthalmia-associated transcription factor (Homo sapiens), O75030 | AlphaScreen MITF homodimerization, bead proximity signal | inhibition, % at 2.6 µM | 650,000 tested, 0.91% active; in the data active means inhibition above about 50%;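 further: 0% = vehicle wells with protein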
# Target sequence (O75030 whole entry, looked up): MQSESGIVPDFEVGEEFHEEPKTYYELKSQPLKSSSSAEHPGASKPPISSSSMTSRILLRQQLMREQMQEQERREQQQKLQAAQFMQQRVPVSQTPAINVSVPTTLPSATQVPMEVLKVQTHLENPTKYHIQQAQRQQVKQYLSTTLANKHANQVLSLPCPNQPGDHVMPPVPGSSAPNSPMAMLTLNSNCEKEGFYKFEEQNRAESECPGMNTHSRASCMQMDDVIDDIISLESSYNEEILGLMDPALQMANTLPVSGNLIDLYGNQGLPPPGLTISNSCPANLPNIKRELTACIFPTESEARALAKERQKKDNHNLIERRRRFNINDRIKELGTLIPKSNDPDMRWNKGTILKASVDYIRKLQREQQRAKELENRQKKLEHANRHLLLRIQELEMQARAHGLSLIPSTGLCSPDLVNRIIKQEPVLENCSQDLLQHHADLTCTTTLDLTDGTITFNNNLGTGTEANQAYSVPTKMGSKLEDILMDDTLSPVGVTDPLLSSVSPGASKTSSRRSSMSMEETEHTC
# Starred values were filed as active, the others as inactive; . = not tested or not shown.
[1] CCOC(=O)C1=C(CN(C)C2CCCCC2)NC(=O)NC1c1ccc(Cl)cc1 (centres undefined)
[2] CCOC(=O)N1CCC(NC(=O)C2CCN(C(=O)c3cc4sccc4n3C)CC2)CC1
[3] Cc1ccccc1-n1nc2c(c1NC(=O)COc1ccc3ccccc3c1)CS(=O)(=O)C2
[4] COc1ccccc1CNC(=O)c1cc(Sc2ccc(F)cc2)nc2ccccc12
[5] C/C(CC(=O)Nc1ccc(N(C)C)cc1)=N\NC(=O)c1ccc(Cl)cc1Cl
[6] O=C1OC(c2ccccc2[N+](=O)[O-])=N/C1=C\c1ccc(Cl)cc1Cl
[7] CCCCC1=NN2C(=N)/C(=C/c3ccc(OCCOc4ccccc4OC)c(OC)c3)C(=O)N=C2S1
[8] CCCC(C)NS(=O)(=O)c1cc(C(=O)O)c(Cl)cc1Cl (centres undefined)

assay / compound	1	2	3	4	5	6	7	8
GPR151 activ	-0.4	1.6	-0.3	-1.2	-1.1	0.2	1.5	0.7
FBW7 activator	0.4	0.1	0.0	0.7	0.3	-0.1	-0.2	0.0
MITF primary	16	-1	8	-2	9	-6	-2	5
TEAD-YAP block	5	4	-5	-18	11	3	5	2

[9] CCOC(=O)c1c(NC(=O)C(C)Oc2ccc(Cl)c(C)c2)sc2c1CCCC2 (centres undefined)
[10] COC(=O)/C=C(\Oc1ccccc1)C1(O)CCCCC1
[11] CC(C)CCN1CCN(Cc2cccn2-c2ccc(Cl)cn2)CC1CCO (centres undefined)
[12] CCOC(=O)C1CCC(CN(Cc2ccc(OC)cc2)S(=O)(=O)c2cc(C(=O)Nc3cccc(C(F)(F)F)c3)ccc2F)CC1 (centres undefined)
[13] CN(CC(=O)NC1CCCCCCC1)S(=O)(=O)c1cccc2cccnc12
[14] COc1ccccc1C1N=C(Nc2ccc(C)cc2)Nc2nc(C)cc(=O)n21 (centres undefined)
[15] CC(C)N1CCN(Cc2ccc(-c3ccccc3)cc2)CC1CCO (centres undefined)
[16] Cc1cc(C)cc(NC(=O)C2C3C=CC4(O3)C2C(=O)N(Cc2ccccc2)C4C(=O)NC2CCCCC2)c1 (centres undefined)

assay / compound	9	10	11	12	13	14	15	16
GPR151 activ	0.4	-0.1	2.8	-0.7	-1.6	1.2	-0.1	1.1
FBW7 activator	0.0	-0.1	-0.1	0.5	0.0	0.0	0.0	0.0
MITF primary	6	-4	0	11	18	-6	0	-4
TEAD-YAP block	9	5	-6	-14	3	-3	-5	-1

[17] O=C(CCCn1c(SCc2cc(=O)n3cc(Cl)ccc3n2)nc2ccccc2c1=O)NCCc1ccccc1
[18] Cc1sc(-n2cccc2CNCc2ccc(F)cc2)c(C(=O)O)c1C
[19] Cc1ccc2nc(NCCNC(=O)Nc3ccccc3F)c(C#N)cc2c1
[20] Cc1ccc(-c2csc3ncc(C(=O)NC4CCCCNC4=O)c(=O)n23)cc1 (centres undefined)
[21] Cc1ccc([N+](=O)[O-])cc1S(=O)(=O)N1c2ccccc2CC1C (centres undefined)
[22] O=C1CC(c2ccccc2)CC2=C1C(c1c(F)cccc1Cl)Nc1ccccc1N2 (centres undefined)
[23] CCC(=O)NS(=O)(=O)c1ccc(NC(=O)c2ccccc2)cc1
[24] O=C(NCc1cccs1)c1ccc(F)c(S(=O)(=O)N2CCOCC2)c1

assay / compound	17	18	19	20	21	22	23	24
GPR151 activ	1.7	0.6	0.0	-0.3	1.9	-0.8	3.5	1.6
FBW7 activator	0.1	-0.2	-0.1	-0.1	-0.1	0.0	0.6	-0.2
MITF primary	-8	-4	-7	8	-4	9	12	7
TEAD-YAP block	-23	-1	5	0	-7	5	2	10

[25] CC(C)OCCCNc1nc2c(c(=O)[nH]c(=O)n2C)n1CCCOc1ccccc1
[26] Cc1ccc2nc(C(O)C(O)c3nc4ccc(C)cc4[nH]3)[nH]c2c1 (centres undefined)
[27] Cc1ccc2c(c1)Oc1ccc(NC(=O)CCl)cc1C(=O)N2
[28] CCCCN1C(=O)C(=O)C2=C(c3ccc(C)cc3)OC3(O)c4ccccc4C(O)(O)C213 (centres undefined)
[29] CN1C(=O)C2(c3ccccc31)C(C(=O)NC1CCCCCC1)CC1CCCN12 (centres undefined)
[30] O=C(NC12CC3CC(CC(C3)C1)C2)c1ccccc1I
[31] CCNC(=S)N/N=C(\C)c1ccccc1O
[32] CCOc1ccc(-c2nn3c(COc4ccccc4)nnc3s2)cc1

assay / compound	25	26	27	28	29	30	31	32
GPR151 activ	-0.9	-0.1	-0.1	0.1	-0.2	0.3	0.0	0.0
FBW7 activator	0.1	-0.1	0.0	-0.1	0.3	0.1	0.0	-0.3
MITF primary	4	15	-2	2	5	15	-7	4
TEAD-YAP block	7	-3	12	-4	-3	3	-9	5

[33] c1ccc(Nc2nc(NCCN3CCOCC3)c3ncn(-c4ccccc4)c3n2)cc1
[34] CC(=O)CSc1nc2c(c(=O)n(C)c(=O)n2C)n1Cc1ccc(F)cc1
[35] COc1ccc(OC)c(/C=N/NC(=O)Cc2ccc(C)cc2)c1
[36] CCn1c(SCc2cc([N+](=O)[O-])cc3c2OCOC3)nnc1-c1cccs1
[37] CCOc1ccc(S(=O)(=O)N(CC)CC)c(C)c1C
[38] CC(C(=O)N1CCC(c2ccnc3nc(C(F)(F)F)nn23)CC1)N1CCCC1=O (centres undefined)
[39] Cc1ccc(C2=C/C(=C3\Cc4cccc5cccc3c45)C(=O)O2)c(C)c1
[40] CCOC(=O)C1=C(C)N(CCOC)C(=O)/C1=C\c1ccccc1F

assay / compound	33	34	35	36	37	38	39	40
GPR151 activ	0.0	-0.3	-0.1	-0.6	-1.3	0.7	0.3	0.0
FBW7 activator	0.1	0.1	0.1	-0.2	0.8	-0.1	0.0	0.4
MITF primary	14	0	1	-8	4	1	-1	-9
TEAD-YAP block	28	11	3	9	-13	3	-1	7

[41] CCN(CC)C(=O)C1CCCN(c2cc(NCc3ccccc3)nc(N)n2)C1 (centres undefined)
[42] O=C(c1nc2ccccn2c1CNCC1OCCc2ccccc21)N1CCOCC1 (centres undefined)
[43] C=CCSc1nc(-c2ccccc2)cc(-c2cccs2)c1C#N
[44] CC1CCCN(S(=O)(=O)c2ccc(C(=O)Nc3cccc4c3C(=O)NC4=O)cc2)C1 (centres undefined)
[45] Cc1cc(/C=C2\SC(N)=NC2=O)c(C)n1-c1ccc(Br)cc1
[46] COc1cc(/C=N/Nc2nncn2/N=C/c2ccc(O)c(OC)c2)ccc1O
[47] COc1ccc(NC2CCCCC2NS(=O)(=O)c2ccc(Cl)cc2)cc1 (centres undefined)
[48] O=[N+]([O-])c1cccc(CN2CCOCC2)c1

assay / compound	41	42	43	44	45	46	47	48
GPR151 activ	3.9	0.4	-0.8	1.9	1.4	1.4	0.5	-0.6
FBW7 activator	0.0	0.1	-0.1	-0.1	0.2	-1.8	-0.3	0.2
MITF primary	7	12	10	11	12	2	7	-1
TEAD-YAP block	4	-1	10	3	1	3	0	-2

[49] C=CCC(NC(C)c1ccccc1)c1ccco1 (centres undefined)
[50] CCOc1ccc(N2C(=O)CC(n3nc(C)cc3C)C2=O)cc1 (centres undefined)
[51] O=C(C(Cl)c1ccccc1)N1CCCCC1 (centres undefined)
[52] N#Cc1c(NC(=O)CN2CCN(c3ccccn3)CC2)sc2c1CCCCC2
[53] CCCCN(CC)S(=O)(=O)c1ccc(C(=O)Nc2sc3c(c2C(=O)OC)CC(C)(C)NC3(C)C)cc1
[54] CCc1c(C)sc2ncn(C3CCN(C(=O)c4cnn(C)c4C)CC3)c(=O)c12
[55] CCCCC(=O)Nc1c(C(=O)Nc2ccc(F)c(F)c2)oc2ccccc12
[56] COc1cc(Nc2nc(Nc3ccncn3)nc3c2ncn3CCN2CCCC2=O)cc(OC)c1OC

assay / compound	49	50	51	52	53	54	55	56
GPR151 activ	-1.8	0.0	3.7	1.4	0.2	0.9	0.4	0.6
FBW7 activator	-0.1	0.1	0.0	-0.1	0.0	0.2	0.0	-0.1
MITF primary	46	6	-3	2	8	5	-2	7
TEAD-YAP block	-3	1	17	-2	-6	11	17	-18

[57] COc1ccc(/C=C2\CCCC3C2=NN(C(=O)CCC(=O)O)C3c2ccc(OC)cc2)cc1 (centres undefined)
[58] COc1ccc(-n2c(SCCC(=O)O)nnc2-c2ccncc2)cc1
[59] CCCS(=O)(=O)NCCc1sc2nc(-c3ccc(Cl)cc3)nn2c1C
[60] O=C(Cc1ccccc1F)OCC(=O)c1c[nH]c2ccccc12
[61] CCN(CCCNC(=O)c1nn(-c2cccc(OC)c2)c(=O)c2ccccc12)Cc1ccccc1
[62] COc1cccc(-c2cnc(Nc3ccc(C)cc3)c3nccn23)c1
[63] CCOC(=O)C(C)Oc1cc(OC(C)C(=O)OCC)c2c3c(c(=O)oc2c1)CCCC3 (centres undefined)
[64] O=C(CSc1nc2ccsc2c(=O)n1Cc1ccc2c(c1)OCO2)OCc1ccccc1

assay / compound	57	58	59	60	61	62	63	64
GPR151 activ	1.6	-1.0	0.8	-1.1	0.6	-0.4	-1.2	0.7
FBW7 activator	0.1	0.8	0.0	-0.1	-0.1	0.1	0.1	0.0
MITF primary	11	4	5	-1	-3	15	6	-11
TEAD-YAP block	2	2	11	-6	0	-2	16	5

[65] CCOc1cc(/C=c2\sc3nc4ccccc4n3c2=O)ccc1OCc1ccccc1
[66] CC(=O)c1ccccc1OCCOc1ccccc1C(C)=O
[67] Cc1ccc2c(c1C)OC(=O)C2(O)C(F)(F)F (centres undefined)
[68] Cc1cc(C)n(-c2ncnc3scc(-c4ccc(Cl)cc4)c23)n1
[69] COc1cccc2c1OC1(C)NC(=S)NC2C1C(=O)Nc1ccc(C)cc1C (centres undefined)
[70] O=C(/C(=N\O)c1ccco1)c1ccco1
[71] Cc1nc2c(C(=O)NCCC(C)C)cnn2c(C)c1Cc1ccccc1Cl
[72] CCc1ccccc1-n1c(SCC(=O)O)nnc1-c1cccnc1

assay / compound	65	66	67	68	69	70	71	72
GPR151 activ	-0.5	-1.8	-1.1	-0.1	-1.1	0.8	-0.9	-1.0
FBW7 activator	-0.1	0.0	-0.1	-0.1	0.1	-0.1	0.3	0.0
MITF primary	-5	13	-6	5	11	-8	11	12
TEAD-YAP block	2	-1	1	-2	-2	10	-7	-9

# Profiles from above. Order of screens: GPR151 activ, FBW7 activator, MITF primary, TEAD-YAP block
# Results for COc1cccc2c1OC1(C)NC(=S)NC2C1C(=O)Nc1ccc(C)cc1C (centres undefined) = -1.1, 0.1, 11, -2
# Results for Cc1ccc2c(c1C)OC(=O)C2(O)C(F)(F)F (centres undefined) = -1.1, -0.1, -6, 1
# Results for O=C(/C(=N\O)c1ccco1)c1ccco1 = 0.8, -0.1, -8, 10
# Results for CCc1ccccc1-n1c(SCC(=O)O)nnc1-c1cccnc1 = -1.0, 0.0, 12, -9

# Further records
[73] Cc1nn(C)c(C)c1-c1nc2c(Nc3ccc(N4CCOCC4)cc3)ncnc2n1C(C)C
[74] O=C(CCCNc1ccccc1)N/N=C/c1ccccc1O
[75] COc1ccc(-c2noc(CN(C(C)C)S(=O)(=O)c3ccccc3[N+](=O)[O-])n2)cc1
[76] CC(=O)N1CCC(C(=O)NC(c2cccs2)c2ncccc2C)CC1 (centres undefined)
[77] NS(=O)(=O)c1ccc(Nc2nccc3cc(-c4cncnc4)ccc23)cc1
[78] O=C(CCN1C(=O)C2C3C=CC(C3)C2C1=O)Nc1nnc(C(F)(F)F)s1 (centres undefined)
[79] COc1ccc(F)c(CN2CCCC(CNS(=O)(=O)c3cccc4cccnc34)C2)c1 (centres undefined)
[80] O=C(Nc1ccccc1[N+](=O)[O-])c1ccc(Br)c(S(=O)(=O)Nc2ccccc2)c1

assay / compound	73	74	75	76	77	78	79	80
GPR151 activ	-1.3	-1.0	-0.6	-0.8	-0.1	1.0	-1.9	1.2
FBW7 activator	0.1	0.3	-0.1	0.2	0.5	0.1	0.4	-0.2
MITF primary	14	-5	-1	-3	34	-3	9	12
TEAD-YAP block	3	6	1	-3	-2	6	5	-16

[81] CCOc1ccc(/C(O)=C2/C(=O)C(=O)N(CCCN(C)C)C2c2ccc(F)cc2)c(C)c1 (centres undefined)
[82] CCOC(=O)CNC1=NCc2ccccc21
[83] CCOC(=O)C(NC(C)=O)C(O)c1cccc(N)c1 (centres undefined)
[84] NC(=S)Nc1nc2cc(Br)ccc2[nH]c1=O
[85] OCC1CCCN1c1nc(NC2CCN(Cc3ccccc3)CC2)c2ncn(C3CCCCC3)c2n1 (centres undefined)
[86] COc1ccc(O[C@H]2C=C[C@@H](C#Cc3ccc(Br)cc3)O[C@@H]2CO)c(C(C)(C)C)c1
[87] O/N=C(\C=C\c1ccccc1)c1ccccc1
[88] O=C(NC1CCCCC1)C1CCN(C(=O)c2ccc(F)cc2)CC1

assay / compound	81	82	83	84	85	86	87	88
GPR151 activ	0.4	1.1	-1.0	-0.4	-0.8	-1.0	0.1	-0.8
FBW7 activator	-0.1	0.2	0.4	0.1	-0.3	0.2	0.5	0.4
MITF primary	-2	-14	22	4	2	-2	-2	20
TEAD-YAP block	1	10	7	-13	-15	.	-43	-2

# High-throughput results from PubChem.
